Screening results: PubChem, several laboratories
Fam108B counter – counter-screen for RBBP9 inhibitors: inhibitors of mouse Fam108B; recombinant Fam108B, FP-Rh probe fluorescence polarization; inhibition, % at 9.51 µM; hit rate 0.33% among 300,000; AID 1947;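 active = inhibition above the screen mean inhibition plus 3 SD, computed separately per campaign, cut at about 18% in these data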;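 note: inhibitors lower polarization as less probe binds the enzyme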
Efflux pump inh – inhibitors of Candida antifungal efflux pumps expressed in yeast; S. cerevisiae Candida pump triplex, Nile Red efflux; inhibition, % at 10 µM; hit rate 0.44% among 330,000; AID 485275;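 active = plate passing quality check with inhibition over a set limit, or well fluorescence over plate mean plus 4 SD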;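 note: Nile Red retained in pooled yeast measured as flow cytometry median fluorescence; 0% = buffer negative control and 100% = Enniatin B positive control; higher means more Nile Red kept so more efflux inhibition; some compounds called inactive have numbers as strong as hits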
MEX-5 binding – C. elegans MEX-5 TCR-2 RNA binding activity; MEX-5/FITC-TCR2 RNA binding, fluorescence polarization; hits give low values; activity score (negative = inhibition of binding), % at 10 µM; hit rate 0.38% among 300,000; AID 1832;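 active = inhibition past about -25% in most replicates, and total fluorescence under double the plate's negative control median, limit read from the data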;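 note: 0% = DMSO and -100% = 5 µM competing unlabeled TCR2 RNA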
ZTA DNA inh – ZTA (EBV) inhibition in EBNA-1 counter-screen. ZTA-DNA binding, fluorescence polarization. P03206. inhibition, % at 11 µM. hit rate 0.15% among 320,000; in the data active = inhibition above about 33%
Target sequence (P03206 whole entry, looked up): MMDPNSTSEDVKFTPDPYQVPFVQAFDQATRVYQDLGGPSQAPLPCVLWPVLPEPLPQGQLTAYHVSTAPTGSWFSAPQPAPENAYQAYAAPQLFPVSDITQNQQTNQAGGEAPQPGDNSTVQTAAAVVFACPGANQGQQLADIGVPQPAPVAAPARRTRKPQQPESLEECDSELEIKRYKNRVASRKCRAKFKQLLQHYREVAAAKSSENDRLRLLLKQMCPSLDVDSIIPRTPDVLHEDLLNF
MCL1 BIM primary – disrupts human MCL1 binding to BIM-BH3 peptide | Q07820 | GST-MCL1 / FITC-Bim-BH3 fluorescence polarization | hit rate 0.68% among 320,000 | inhibition, % at 10.9 µM;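 active = inhibition above the mean inhibition of all tested compounds plus 3 SD, set per campaign, cut at about 40% in these data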;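 note: 0% = DMSO wells and 100% = unlabeled Bim-BH3 peptide control; higher means more loss of mP so more displacement of Bim peptide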
Target sequence (Q07820 whole entry, looked up): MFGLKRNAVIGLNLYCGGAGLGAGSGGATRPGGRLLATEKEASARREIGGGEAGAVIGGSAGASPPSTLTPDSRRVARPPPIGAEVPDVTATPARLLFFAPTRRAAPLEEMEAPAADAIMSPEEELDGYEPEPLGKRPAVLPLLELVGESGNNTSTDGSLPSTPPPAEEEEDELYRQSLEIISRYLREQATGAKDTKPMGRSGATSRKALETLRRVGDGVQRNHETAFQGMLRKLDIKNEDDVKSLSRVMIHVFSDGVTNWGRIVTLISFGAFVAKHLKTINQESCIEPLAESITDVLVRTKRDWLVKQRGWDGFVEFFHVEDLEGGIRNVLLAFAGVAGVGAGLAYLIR
GLD-1 RNA inh – GLD-1-TGE RNA interaction inhibition (C. elegans). purified GLD-1 + fluorescein TGE RNA, fluorescence polarization. AID 2280. hit rate 0.44% among 320,000. Q17339. inhibition, % at 5.96 µM;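 active = percent inhibition above a per-plate cutoff, the plate mean of test compounds plus 3 SD, cut at about 30% in these data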;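 note: 0% = DMSO wells with GLD-1 and probe and 100% = wells lacking GLD-1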
EBNA-1 inh – blocks EBNA-1 binding to DNA. EBNA-1 DNA binding, fluorescence polarization. inhibition, % at 14.8 µM. hit rate 0.34% among 300,000. AID 1950; in the data active = inhibition above about 28%
Bcl-xL primary – Bcl-xL (human) inhibition; Q07817; GST-Bcl-xL / FITC-Bim BH3 peptide fluorescence polarization; inhibition, % at 10.9 µM; hit rate 0.7% among 320,000; AID 2129;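 active = inhibition above the mean of all tested compounds plus 3 SD, cutoff set per campaign, cut at about 30% in these data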;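 note: 0% = DMSO wells and 100% = unlabeled Bim-BH3 peptide competitor; inhibitors lower millipolarization by displacing the labeled peptide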
Target sequence (Q07817 whole entry, looked up): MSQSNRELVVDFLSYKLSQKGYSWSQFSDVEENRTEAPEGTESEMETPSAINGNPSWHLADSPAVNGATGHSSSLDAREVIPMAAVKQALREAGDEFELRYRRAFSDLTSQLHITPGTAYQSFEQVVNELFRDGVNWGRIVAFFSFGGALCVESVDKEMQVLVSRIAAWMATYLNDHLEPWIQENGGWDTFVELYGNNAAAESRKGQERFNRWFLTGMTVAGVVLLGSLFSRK
CR mimetic SO – caloric restriction mimetics inhibiting age-related superoxide in yeast | S. cerevisiae aged cells, superoxide DHE fluorescence; hits give low values | superoxide response (% of plate mean), % at 10 µM | hit rate 0.18% among 330,000 | AID 2690;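 active = superoxide response under a set limit, about three screen SD below normal, cut at about 65% in these data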;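 note: yeast aged for seven days with compound at 30 °C before DHE staining; 100% = average MFI of all compound-treated wells on the plate with controls excluded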
* = called active by the depositor; x = not tested or not shown.

SMILES | Fam108B counter | Efflux pump inh | MEX-5 binding | ZTA DNA inh | MCL1 BIM primary | GLD-1 RNA inh | EBNA-1 inh | Bcl-xL primary | CR mimetic SO
CCc1cccc(C)c1NC(=O)C1=C(C(=O)O)CCCC1 | 9 | -0.1 | -1.0 | -11 | 32 | 39* | -4 | 29 | 90
O=C(O)c1cc(N/N=C/C=C/c2ccccc2)ccc1Cl | 5 | -0.2 | 1.3 | -16 | 3 | 5 | -10 | 5 | 94
O=C(COC(=O)c1ncc(Cl)c(Cl)c1Cl)NC1CCS(=O)(=O)C1 (centres undefined) | 2 | -0.3 | -0.2 | 14 | -2 | 5 | 11 | 3 | 103
O=C(OCc1c(F)cccc1Cl)c1cnc2ccccc2n1 | 3 | 0.0 | 0.1 | 5 | 2 | -1 | 4 | -2 | 54*
O=C(Nc1ccccc1C(=O)NCc1ccco1)c1ccco1 | 3 | 0.0 | -3.4 | 0 | 6 | 3 | 4 | 3 | 77
COc1ccccc1NC(=S)Nc1cccc2cnccc12 | 2 | -0.1 | x | 4 | 10 | 0 | 8 | 5 | 86
Cc1ccccc1OCCC(=O)Nc1ccc2c(C)cc(=O)oc2c1 | 1 | 0.0 | 1.7 | 10 | -6 | -4 | 8 | -1 | 97
CSc1ccccc1NC(=O)CSc1nnnn1-c1ccccc1SC | -6 | -0.1 | -4.2 | 2 | -2 | 9 | -1 | 5 | 101
NC(=O)Cn1cc(/C=N\NS(=O)(=O)c2ccc(Cl)cc2)c2ccccc21 | 2 | -2.2 | 0.7 | 1 | 6 | 2 | 2 | 7 | 102
O=S(=O)(c1ccc(F)cc1)N1CN(Cc2ccco2)c2nc3ccccc3nc21 | 1 | -0.1 | 1.0 | -3 | 24 | 20 | 7 | 28 | 91
COc1cc(/C=N/Nc2nc(C)cc(C)n2)ccc1OC(=O)c1ccco1 | 10 | 0.1 | 2.1 | -22 | 2 | 4 | 0 | 1 | 100
O=C(COc1ccc(Br)cc1F)N1CCN(c2ncccn2)CC1 | -2 | -0.1 | -5.8 | 1 | -3 | 7 | 6 | 3 | 92

2 entries picked at random from the list so far:
SMILES | Fam108B counter | Efflux pump inh | MEX-5 binding | ZTA DNA inh | MCL1 BIM primary | GLD-1 RNA inh | EBNA-1 inh | Bcl-xL primary | CR mimetic SO
COc1cc(/C=N/Nc2nc(C)cc(C)n2)ccc1OC(=O)c1ccco1 | 10 | 0.1 | 2.1 | -22 | 2 | 4 | 0 | 1 | 100
O=C(COC(=O)c1ncc(Cl)c(Cl)c1Cl)NC1CCS(=O)(=O)C1 (centres undefined) | 2 | -0.3 | -0.2 | 14 | -2 | 5 | 11 | 3 | 103

Later entries:
SMILES | Fam108B counter | Efflux pump inh | MEX-5 binding | ZTA DNA inh | MCL1 BIM primary | GLD-1 RNA inh | EBNA-1 inh | Bcl-xL primary | CR mimetic SO
CCOC(=O)C1CCN(C(=O)C(C)Oc2ccc(C(=O)c3ccccc3)cc2)CC1 (centres undefined) | x | 0.1 | x | -4 | 26 | 1 | x | 7 | 109
CC1(/[N+]([O-])=C/c2ccccc2F)CCCCC1=O (centres undefined) | -3 | 0.1 | -0.8 | -9 | 5 | 3 | -7 | -1 | 102
CCC1C(=O)CC(c2ccccc2)NC1c1ccccc1 (centres undefined) | -1 | 0.2 | 0.2 | 4 | 0 | 1 | -19 | 0 | 113
COc1ccc(C(=O)NCCS(=O)(=O)NCc2cccnc2)cc1 | -1 | -0.1 | 0.3 | 5 | 0 | 0 | 7 | 1 | 91
S=C(NCCC(c1ccccc1)c1ccccc1)Nc1cccc(Cl)c1 | -47 | 0.1 | 0.1 | -6 | 15 | -2 | -7 | 3 | 118
C(=N\N1CCN(Cc2cccc3ccccc23)CC1)/c1cccnc1 | 5 | 0.9 | 2.3 | -16 | -6 | 7 | -5 | -4 | 90
COc1ccccc1CC(=O)Nc1ccc(S(=O)(=O)N2CCOCC2)cc1 | 4 | 0.1 | 2.1 | -7 | -3 | 4 | -12 | 1 | 109
Cc1ccc2nc3c(cc2c1)c(NC(=O)c1cccnc1)nn3C | 0 | -0.4 | -0.6 | 5 | 9 | 6 | -1 | 8 | 102
CCOC(=O)/C(C(=O)Nc1ccccc1Cl)=C1/NC(C)(C)Cc2ccccc21 | -5 | 0.1 | -0.3 | -22 | 9 | -2 | 5 | 10 | 85
O=C(CSc1nccn(-c2ccc(Br)cc2)c1=O)Nc1ccccc1F | -5 | 0.1 | 2.2 | -7 | 6 | -4 | -6 | 2 | 105
O=C1CCc2cc(S(=O)(=O)Nc3ccccc3)ccc2N1 | x | 0.2 | x | 11 | -6 | 0 | x | -4 | 149
O=C(Nc1ccc(C(=O)O)cc1)/C(=C\c1ccc2c(c1)OCO2)NC(=O)c1ccccc1 | -3 | -0.2 | -1.4 | 14 | 4 | 3 | -4 | 7 | 90
COc1ccc(S(=O)(=O)NC(CC(C)C)C(=O)NC(C)c2cccs2)cc1 (centres undefined) | x | 0.9 | x | -4 | 9 | -4 | x | 3 | 135
O=C(Nc1cccc2ccccc12)/C(=C\c1cccc([N+](=O)[O-])c1)NC(=O)c1cccs1 | -6 | -0.3 | 1.7 | -5 | -4 | 5 | -5 | 5 | 109
CCOc1ccc(C(=O)Nc2cc(-c3nc4ccccc4[nH]3)ccc2Cl)cc1[N+](=O)[O-] | -20 | 0.0 | 0.2 | -1 | -2 | -2 | 7 | 2 | 106
CCOC(=O)N1CCN(C(=O)CSc2nnc(-c3cccs3)o2)CC1 | -1 | -0.1 | -2.3 | -8 | 3 | 2 | 7 | 5 | 99
CCOC(=O)C1(CCOc2ccccc2)CCN(Cc2ccc(O)c(OC)c2)CC1 | -5 | 0.0 | 1.9 | -2 | 6 | 8 | -13 | 5 | 81
O=C(O)c1ccc(Cl)cc1Nc1nc2cc(Cl)ccc2o1 | 0 | -0.2 | 0.4 | -13 | 14 | 5 | -4 | 7 | 102
Cc1c(/C=C/C(=O)c2ccc(Cl)s2)cnn1C | -4 | -0.1 | -2.7 | -2 | 0 | 1 | -10 | 6 | 108
O=C(CNC1CCCCC1)NCC1(c2ccccc2)CCCC1 | 0 | 0.1 | -0.9 | -21 | -21 | 0 | -12 | -11 | 99
Cc1cc(C(=O)CSc2cccc[n+]2[O-])c(C)n1-c1ccc(OC(F)F)cc1 | -1 | -0.2 | 1.2 | -3 | -11 | -4 | -12 | 4 | 114
CN(C)c1cc[n+](CC(=O)Nc2cccc([N+](=O)[O-])c2)cc1 | 1 | 0.0 | 2.8 | 9 | -5 | -1 | -4 | 3 | 124
CC(C)Nc1ccc(C(CC(N)=O)NC(=O)Cc2ccc(Cl)cc2)cc1[N+](=O)[O-] (centres undefined) | 1 | -0.2 | -1.2 | -2 | -1 | 7 | -5 | 4 | 97
Cc1cc(=O)[nH]c(SCCCOc2ccc3c(c2)CCC3)n1 | -4 | 0.4 | -3.6 | -1 | 9 | 5 | -8 | 0 | 103
COc1ccc(NC(=O)c2cccnc2)c([N+](=O)[O-])c1 | 1 | 0.4 | -0.8 | -11 | 0 | 4 | -18 | 8 | 119
COc1cccc(CN2CCNC(=O)C2CC(=O)NCCc2nc(C)c(C)s2)c1OC (centres undefined) | 2 | -0.1 | 0.6 | -15 | 0 | 14 | -6 | 7 | 108
COC(=O)c1cn(C(C)C(=O)NCc2ccco2)c2ccccc12 (centres undefined) | -4 | -0.1 | -1.0 | -1 | 6 | 3 | 0 | 2 | 123
Cc1cc(C)nc(N2CCCC(C(=O)NCCc3ccccc3F)C2)n1 (centres undefined) | 0 | -0.1 | -3.5 | 7 | -5 | 2 | 10 | -2 | 111
CCOC(=O)c1nnc2c(Br)c(-c3ccccc3)nn2c1C | 6 | 0.0 | 1.3 | 6 | 0 | -4 | 7 | 6 | 124
COCCN(C(=O)CN1CCc2ccccc21)c1c(N)n(Cc2ccccc2)c(=O)[nH]c1=O | x | 0.3 | x | 16 | -40 | -17 | x | -27 | 76
CC(C)Cn1c(=O)c2c(nc3n2CCCN3Cc2ccccc2)n(C)c1=O | 1 | -0.1 | 0.2 | 7 | 2 | 5 | 4 | -5 | 111
COc1ccc(NC(=O)c2ccc(S(=O)(=O)N3CCOCC3)cc2)c(OC)c1 | 1 | 0.1 | -0.3 | 8 | -3 | 2 | -9 | -2 | 101
Cc1cccc(CNc2ccc(C(CC(N)=O)NC(=O)Cc3cccc4ccccc34)cc2[N+](=O)[O-])c1 (centres undefined) | -7 | 0.1 | 0.5 | -4 | 4 | -6 | -10 | 2 | 103
CN(C)c1ccc(-c2nn3c(-c4cccnc4)nnc3s2)cc1 | -1 | 0.0 | 1.2 | -11 | 4 | 3 | 2 | 3 | 101
Cc1cc(C)c2nc(N3CCC(C(=O)N4CCN(c5ncccn5)CC4)CC3)sc2c1 | -1 | 0.0 | 2.7 | -2 | 3 | -1 | -2 | 0 | 114
Cc1noc(C)c1COc1ccc(C(=O)OCC(=O)NCc2ccccc2Cl)cc1 | -2 | -2.1 | 0.9 | 8 | -6 | 1 | 7 | 6 | 99
CCc1ccc(C2=NN(CCC(=O)NC3CC3)C(=O)CC2)cc1 | 1 | -0.5 | 2.9 | 18 | 7 | -3 | 4 | 1 | 92
COc1ccccc1CN1CCCC(N2CCN(c3ccc(F)cc3)CC2)C1 (centres undefined) | 1 | 0.1 | 1.4 | -4 | 6 | 3 | -3 | 4 | 108
Cn1c(Cc2cccc3ccccc23)nnc1SCC(=O)N1CCN(c2ccccc2)CC1 | -2 | 0.1 | 1.9 | 6 | -1 | 2 | -3 | -3 | 83
O=S(=O)(NCc1ccccc1)c1ccc(Br)c2nsnc12 | 2 | 0.1 | -0.4 | -10 | 11 | -2 | 4 | 11 | 104
CC1=C(C(=O)N2CCCC(N3CCN(c4ccccc4F)CC3)C2)OCCO1 (centres undefined) | 3 | 1.2 | -2.9 | -5 | 1 | 5 | 2 | 1 | 119
Cc1ccc(OCCOCCn2ccnc2)c(Br)c1 | -1 | -0.3 | 0.6 | -3 | 44* | -2 | 13 | -1 | 89
O=c1oc2cc(Oc3ccc(C(F)(F)F)cc3[N+](=O)[O-])ccc2c2c1CCC2 | 5 | -0.1 | 0.5 | -9 | 11 | -1 | -3 | 5 | 108
O=C(O)c1cc(N2CCOCC2)nc2ccccc12 | 1 | 0.0 | 2.4 | -8 | 11 | 0 | -1 | 6 | 106
CCOc1ccc(OCC)c(NC(=O)c2ccc(CNc3c(N4CCCC4)c(=O)c3=O)cc2)c1 | 0 | 0.0 | 2.5 | 0 | 2 | 5 | 7 | 2 | 90
CCN(CC)C(=O)CN(c1ccc(Cl)cc1)S(=O)(=O)c1ccccc1 | 2 | 0.1 | 2.4 | 6 | -4 | -10 | -2 | -1 | 104
c1ccc(OCc2nn3c(-c4n[nH]c5c4CCC5)nnc3s2)cc1 | -2 | 0.0 | 2.0 | 7 | -3 | 3 | -4 | 1 | 99
CC(=O)c1ccc(N(C(=O)c2csnn2)C(C(=O)NC(C)(C)C)c2cccs2)cc1 (centres undefined) | 3 | 0.1 | -0.4 | 10 | 0 | 3 | -9 | 2 | 75
Clc1ccccc1-c1nc(N/N=C/c2cccnc2)c2ccccc2n1 | 0 | 0.3 | -5.5 | -18 | 5 | -5 | 4 | -2 | 100
COc1ccc(N2CCN(C(=O)CCCCCn3c(=O)[nH]c4ccsc4c3=O)CC2)cc1 | 0 | 0.1 | 0.4 | 7 | 6 | -6 | -13 | 4 | 101
O=C(CN1CCCC1)OCCCc1ccccc1 | 0 | -0.1 | 3.0 | -10 | 11 | -11 | -1 | 3 | 115
COc1ccc(-n2c(C)c([N+](=O)[O-])c3ccc(O)c(CN4CCCCC4)c32)cc1 | 3 | -0.1 | -1.9 | -5 | 9 | 7 | -8 | 9 | 91

An unsorted share of the library, and some 2.3% of all compounds hit somewhere here.
